# HSP90 refold inh: HSP90 inhibitors, primary screen, cell lysate, luminescence. Heat shock protein HSP 90 (rabbit reticulocyte lysate; luciferase refolding). inhibition, % at 5.6 µM. Rabbit reticulocyte lysate, luciferase refolding luminescence, 3 h. 290,000 compounds, 0.91% hits;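 active = inhibition above the screen-wide mean plus 3 SD, computed separately per campaign, cut at about 16% in these data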;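 note: 0% = DMSO wells and 100% = 60 µM geldanamycin wells; inhibitors lower the luminescence because luciferase stays unfolded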
# IEC-6 cytotox: cytotoxicity in IEC-6 intestinal epithelial cells, primary screen, cytotoxicity control for KLF5 inhibitor project, cell-based, luminescence. inhibition, % at 5 µM. 290,000 compounds, 0.78% hits. IEC-6 cytotoxicity, luminescence viability. AID 1825, 2009; in the data active = inhibition above about 22%;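 note: 0% = plate median of test compound wells and 100% = cytotoxic reference compound wells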
# HSF1 inhib: HSF1 inhibitors in luciferase reporter cells, primary screen, cell-based, NIH3T3, luminescence; 300,000 compounds, 0.77% hits; NIH3T3-HGL HSE-luciferase, MG132-induced, luminescence 8 h; hits give low values; activity change, negative = inhibition, % at 7.5 µM (by protocol); AID 2098, 2009;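 active = more than half of replicate wells show activity change below -50%, luminescence cut by over half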;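 note: luciferase reports HSF-1 transcriptional activity via heat shock element; 0% = median of DMSO wells and -100% = zero luminescence signal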
# Platelet DG rel: inhibitors of platelet dense granule secretion, primary screen, cell-based, MLPCN, human platelets | human platelet-rich plasma, SFLLRN dense granule ATP release, luminescence | inhibition, %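 (compounds screened at 7.5 µM in platelet-rich plasma)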 | 300,000 compounds, 0.22% hits | AID 1663, 2009;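 active = mean replicate score, as percent of positive control, at or above 50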
# GSK3A inh: blockers of GSK3A enzyme activity – biochemical, luminescence, cell-free homogeneous, HTS, primary screen; inhibition, % at 10 µM; GSK-3 alpha kinase, ADP-Glo luminescence, 60 min; 320,000 compounds, 0.1% hits; Glycogen synthase kinase-3 alpha (Homo sapiens), P49840;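 in the data active = inhibition above about 50%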;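 note: GST-tagged GSK-3 alpha with peptide substrate and 25 µM ATP; 0% = DMSO neutral wells and 100% = GW8510 positive control wells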
# Target sequence (P49840 whole entry, looked up): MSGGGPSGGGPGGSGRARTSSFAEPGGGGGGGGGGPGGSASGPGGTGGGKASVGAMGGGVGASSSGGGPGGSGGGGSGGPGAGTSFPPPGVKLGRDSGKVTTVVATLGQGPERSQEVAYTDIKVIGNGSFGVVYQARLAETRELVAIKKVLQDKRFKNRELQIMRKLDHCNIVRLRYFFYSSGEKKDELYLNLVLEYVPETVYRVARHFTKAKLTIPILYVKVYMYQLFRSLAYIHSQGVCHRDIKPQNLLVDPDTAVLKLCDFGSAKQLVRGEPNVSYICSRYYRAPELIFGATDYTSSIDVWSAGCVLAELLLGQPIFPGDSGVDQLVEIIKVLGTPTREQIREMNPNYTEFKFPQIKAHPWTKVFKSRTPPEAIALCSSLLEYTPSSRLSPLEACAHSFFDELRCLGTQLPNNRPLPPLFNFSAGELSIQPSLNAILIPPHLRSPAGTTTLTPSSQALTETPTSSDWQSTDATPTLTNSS
# GSK3B inh: human GSK3beta kinase inhibitors, primary screen, biochemical, cell-free homogeneous, HTS | Glycogen synthase kinase-3 beta (Homo sapiens), P49841 | GST-GSK3beta kinase, ADP-Glo luminescence, 60 min; hits give low values | activity score (negative = inhibition), % at 10 µM | 300,000 compounds, 0.038% hits | AID 2097, 2009;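 active = more than half of replicate wells score below -50%, meaning over 50% inhibition versus plate controls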;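 note: 0% = median DMSO wells and -100% = median GW8510 positive control wells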
# Target sequence (P49841 whole entry, looked up): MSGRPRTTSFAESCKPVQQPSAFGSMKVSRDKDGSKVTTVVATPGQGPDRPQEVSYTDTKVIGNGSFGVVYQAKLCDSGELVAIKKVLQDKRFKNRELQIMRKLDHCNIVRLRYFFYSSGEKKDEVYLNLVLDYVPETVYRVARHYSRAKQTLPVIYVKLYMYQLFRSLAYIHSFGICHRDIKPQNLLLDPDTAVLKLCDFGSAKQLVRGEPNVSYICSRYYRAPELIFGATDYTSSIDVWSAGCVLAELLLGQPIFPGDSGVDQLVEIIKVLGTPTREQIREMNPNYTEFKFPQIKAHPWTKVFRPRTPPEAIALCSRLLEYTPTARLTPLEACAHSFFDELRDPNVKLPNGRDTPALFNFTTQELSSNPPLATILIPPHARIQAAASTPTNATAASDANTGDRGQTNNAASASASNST
#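 Assay system: GST-fused GSK3beta enzyme, cell-free / Medium: Tris pH 7.5 buffer with MgCl2, DTT, BSA, heparin / Also added: peptide substrate plus 25 µM ATP (final) / Compound: 10 µM single point / Timing: kinase reaction with compound 60 min at room temperature / Detection: ADP-Glo luminescence / Benchmarks: DMSO neutral wells and GW8510 at 20 µM as positive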
# KLF5 inh: KLF5 expression inhibitors, primary screen, DLD-1 cells, luminescence; DLD-1 KLF5 promoter-luciferase reporter; inhibition, % at 5 µM; 290,000 compounds, 0.23% hits;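 active = inhibition above a per-plate limit of that plate's mean compound inhibition plus 3 SD, cut at about 60% in these data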;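 note: 0% = DMSO wells and 100% = LY294002 at 200 µM; higher means less KLF5 promoter-driven luciferase light; inactives centre near -14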
# Dyrk1A ADPGlo: rat Dyrk1A kinase inhibitors, primary screen, biochemical, single point, plate reader; Dual specificity tyrosine-phosphorylation-regulated kinase 1A (Rattus norvegicus), Q63470; ADP-Glo luminescence, NFATc1 peptide; inhibition, % at 12.5 µM; 310,000 compounds, 0.43% hits; AID 504441, 2011; in the data active = inhibition above about 50%;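 note: plate controls were vehicle with enzyme for no effect and no enzyme for full effect; many of its hits are not listed in these tables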
# aSyn 5UTR inh: MLPCN primary screen, SNCA 5' untranslated region; 300,000 compounds, 0.82% hits; alpha-synuclein 5'UTR reporter, inhibitor activity; inhibition, % (tested at 7.5 µM); AID 1813, 2009; in the data active = inhibition above about 60%;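 note: H4 neuroglioblastoma cells stably carrying SNCA 5'UTR luciferase fusion; 0% = DMSO wells and 100% = positive control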
# HSF-1 act: HSF-1 activators, primary screen, NIH3T3-HGL cells, MG132 stress, luminescence, single point; NIH3T3-HGL HSF-1 luciferase reporter, 8 h; 100% = twice DMSO control signal; activation, % at 9 µM; 300,000 compounds, 1.7% hits; AID 504408, 2011;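 active = mean replicate activation of at least 50% with a set share of replicates each reaching 50%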;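 note: 0% = median of the neutral control wells and 100% = twice that signal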
# * hit, by the source's call; nt = not tested or not shown. A portion of the library; rates above refer to the full screens.
SMILES,HSP90 refold inh,IEC-6 cytotox,HSF1 inhib,Platelet DG rel,GSK3A inh,GSK3B inh,KLF5 inh,Dyrk1A ADPGlo,aSyn 5UTR inh,HSF-1 act
COCCNC(=O)/C(C#N)=C/c1cccc(OCc2ccccc2)c1,4,10,2,0,-1,3,-5,2,-1,-12
COc1ccc(C2C=C(c3ccc(F)cc3)NC(=S)N2)cc1OC (stereo not drawn),2,0,1,4,2,-1,-14,2,-22,-9
Cc1ccc(S(=O)(=O)N2CCC(C(N)=O)CC2)cc1C(=O)NC1CCCCC1,nt,nt,-3,-3,0,4,nt,0,-9,8
CCOC(=O)N1CCC(=NNC(=O)c2ccccc2F)CC1,1,9,nt,nt,0,nt,-42,0,nt,nt
CCC1(C(=O)c2ccc(Cl)cc2)C2c3ccccc3OC(=O)C21C(=O)Nc1ccccc1 (stereo not drawn),-4,1,3,7,10,1,-34,-2,-7,7
CC1=C(C(=O)Nc2cc(C)ccn2)C(c2ccc(C)cc2)C2=C(CCCC2=O)N1 (stereo not drawn),0,-4,-6,nt,0,1,-3,-3,19,10
Cc1ccc(CC2CC(=O)N(c3ccc(C)cc3)C2=O)cc1 (stereo not drawn),0,4,1,27,2,-2,-10,-14,15,-8
CC(C)OCCCNC(=O)NC(=O)c1ccc(Cl)cc1,0,1,0,1,-3,0,-2,nt,-53,8
CC(=O)NC1(c2nnnn2CCOC(=O)Nc2ccc(Cl)cc2)CCCC1,1,1,1,-3,-4,4,-3,-7,3,-6
Oc1cncc(Cc2ccccc2)c1,-2,1,1,9,-2,2,-23,nt,22,-2
CC(=O)Nc1ccc(S(=O)(=O)N2CCC(C(=O)NC3CC3)CC2)cc1,4,-6,-4,-1,-3,5,-34,-2,6,-8
Cc1ccc(C)n1-c1sc2c(c1C(=O)O)CCCC2,-2,-5,-6,-3,0,4,6,-5,-18,-10
Cc1ccccc1NC(=O)/C(C#N)=C/c1ccc[nH]1,-5,3,11,4,-2,0,-53,1,-31,19
Cc1ccc(C2=NC3(CCCCC3)NC2=S)cc1,-7,-11,9,-2,-2,0,-33,2,-35,32
Cn1c(=O)c(=O)n(C)c2cc(S(=O)(=O)Nc3ccc(OC(F)(F)F)cc3)ccc21,6,1,-3,-3,-2,1,-8,-88,0,0
COC(=O)Cn1c2ccccc2c2nc3ccccc3nc21,10,-3,5,6,2,-1,-51,8,12,13
CC(=O)N1CCc2ccc(S(=O)(=O)N3CCc4ccccc43)cc21,0,6,-23,14,-3,-1,16,-1,20,-27
COC(=O)c1cn(C(=O)c2cc(C)cc(C)c2)c2ccccc12,3,-5,0,-1,-1,2,16,4,-12,0
O=C(O)c1cc(S(=O)(=O)N(Cc2ccccc2)c2ccccc2Cl)ccc1Cl,0,0,-52*,1,-5,0,-18,-1,0,-57
Cn1c(CSCc2ccc(Cl)c(Cl)c2)nnc1SCC(=O)Nc1nccs1,-2,2,-5,-8,1,-6,-10,-2,-3,8

# The last two records of the part before are carried over, then new ones follow:
SMILES,HSP90 refold inh,IEC-6 cytotox,HSF1 inhib,Platelet DG rel,GSK3A inh,GSK3B inh,KLF5 inh,Dyrk1A ADPGlo,aSyn 5UTR inh,HSF-1 act
O=C(O)c1cc(S(=O)(=O)N(Cc2ccccc2)c2ccccc2Cl)ccc1Cl,0,0,-52*,1,-5,0,-18,-1,0,-57
Cn1c(CSCc2ccc(Cl)c(Cl)c2)nnc1SCC(=O)Nc1nccs1,-2,2,-5,-8,1,-6,-10,-2,-3,8
CCC1(C)Cc2ccccc2-c2nc(NN)[nH]c(=O)c21 (stereo not drawn),11,-3,3,-6,-4,3,10,11,-6,0
N#Cc1c(NC(=O)CN2CCCCC2)sc2c1CCC2,-4,1,-2,1,2,2,-16,-11,-21,1
COc1ccccc1C(=O)COC(=O)Cc1c[nH]c2ccccc12,nt,nt,5,8,-2,-5,nt,5,0,6
Cc1ccc(S(=O)(=O)N(C)C)cc1NC(=O)COC(=O)COc1ccccc1[N+](=O)[O-],2,9,-1,9,2,3,-9,-2,-13,-2
CCc1cccc(CC)c1NC(=O)COc1ccccc1C(=O)c1cc(C#N)c(=O)n(C2CCCCC2)c1,-3,-1,-12,-3,1,1,-13,2,21,2
O=P(Cc1cccc[n+]1[O-])(c1ccccc1)c1ccccc1,5,2,1,-16,-1,1,-16,-3,10,-16
Cc1ccc2[nH]c(=O)c(N3CCOCC3)c(-c3ccccc3)c2c1,0,6,2,-1,6,1,-2,8,24,28
CCOc1ccc(CNC(=O)CCC(=O)n2nc(C)c3ccccc32)cc1,-2,0,7,4,-4,-3,-17,-6,0,17
CCOC(=O)c1ccc(CNC(=O)CSc2nnc(-c3ccncc3)o2)cc1,2,0,6,-1,0,-4,-17,0,20,2
CC(=O)n1cc(C2C(=O)CC(C)(C)CC2=O)c2ccccc21,9,8,1,0,1,3,-12,4,-21,1
Cc1ccc(NC(=O)CC2SC(=NC3CCCCC3)NC2=O)cc1 (stereo not drawn),0,-2,-9,17,-2,0,7,-2,22,-3
CCCn1cnc2sc(C(N)=O)c(C)c2c1=O,6,4,-11,-7,5,-2,-31,8,-4,-31
CC(=O)Nc1nc(C)c(-c2csc(Nc3cccc([N+](=O)[O-])c3)n2)s1,6,12,-12,-11,0,4,-41,-2,67*,-32
CCOC(=O)c1c(NC(=O)CCC(=O)N2CCOCC2)sc2c1CC(C)(C)OC2,0,3,-3,1,1,1,4,11,26,-9
O=C(NCC1CCCCC1)C1CCCN(C(=O)NC2CCCCC2)C1 (stereo not drawn),5,2,-11,0,2,2,-13,-1,-7,-11
COc1ccc(N2C(=O)/C(=C/N(C)C)NC2=S)cc1,-2,0,-9,1,-4,0,-3,-5,11,15
CCOC(=O)C1(CCCc2ccccc2)CCN(C(=O)c2cncs2)CC1,-1,-2,4,2,0,-1,-28,9,-2,4
C[C@@H](NC(=O)c1nc[nH]c1C(=O)NCC(=O)OC(C)(C)C)c1ccccc1,-1,-1,3,0,0,0,-6,2,-3,-7
CCC1Oc2ccc(Cl)cc2N(CC(=O)O)C1=O (stereo not drawn),3,-3,6,20,-6,3,-18,-10,17,1
O=C(NCc1cccc(Cl)c1)c1ccc(N2CC3CC(C2)c2cccc(=O)n2C3)c(NC(=O)c2cccnc2)c1 (stereo not drawn),3,6,-7,10,-1,-1,22,-6,-6,18
Cc1c(NC(=O)Cc2cccs2)cccc1[N+](=O)[O-],7,0,-6,-1,-3,2,-10,-3,-4,-1
COc1ccc(C2CC(=O)NC(=O)C2)cc1,1,-3,-5,-3,-3,-1,-31,-3,-14,-2
CCc1ccc(NC(=O)Cc2cn(C)c3ccccc23)cc1,3,0,10,3,-3,-3,-23,-6,-54,20
Cc1ccc(S(=O)(=O)N(CCC(=O)O)c2ccccc2)cc1,-6,-2,2,-2,-4,4,-18,-6,19,9
COc1ccc(OCc2nn3c(-c4ccco4)nnc3s2)cc1,0,5,-2,-3,-1,4,-15,10,5,-2
O=C(Cn1cnc2c(cnn2-c2ccccc2)c1=O)Nc1cc(S(=O)(=O)N2CCOCC2)ccc1Cl,3,4,0,-1,0,4,5,-6,-14,-24
CN(C)c1ccc(/C=N/Nc2nncc3ccccc23)cc1,3,1,6,54*,-2,0,-93,-3,-21,42
Cc1csc(=Nc2ccccc2)n1CCO,-1,-1,1,15,-2,4,-8,5,15,-2
Cc1c(C=O)c2ccccc2n1CC(=O)NC(C)c1ccccc1 (stereo not drawn),2,3,0,-2,-1,1,-2,-3,-1,-2
O=C(Nc1ccc(NC(=O)C2CC2)nc1)c1ccccc1F,-3,-4,6,3,-1,2,-83,-10,-95,31
CC(NC(=O)/C=C/c1cnc2ccccc2n1)C12CC3CC(CC(C3)C1)C2 (stereo not drawn),-6,-7,-3,-10,-3,1,-17,4,-8,-8
O=C(CCS(=O)(=O)c1cccc2nsnc12)NCc1ccccc1,1,-4,4,2,0,-1,-7,22,-13,-8
O=C(O)Cc1ccc(NC(=S)Nc2cccc(Cl)c2Cl)cc1,-1,-2,7,10,0,0,-10,-4,-32,10
Cc1nnc(SCC(=O)Nc2nccs2)[nH]c1=O,0,3,-13,1,0,0,-30,2,1,4
O=c1c2ccccc2oc2ccc(Oc3ccccc3)cc12,2,1,27,1,-2,2,-185,-10,-123,41
CCC(C)Sc1nc2c(cnn2-c2ccc(F)cc2)c(=O)[nH]1 (stereo not drawn),0,1,1,-8,6,1,-14,3,11,7
CCCc1nnc(NC(=O)COC(=O)c2cc(C)nc3ccccc23)s1,-4,-4,2,-1,-6,0,-19,7,-1,-4
O=C(O)CCC(=O)NNc1nc2ccccc2nc1-c1ccccc1,-4,0,2,13,-3,4,-50,0,-31,2
C#CCOCCOCCOCCNc1nc(N2CCN(C(=O)[C@H](CCCCN)n3cc([C@@H](N)CO)nn3)CC2)nc(N2CCN(C(=O)[C@H](Cc3ccc(O)cc3)n3cc([C@@H](N)CC(C)C)nn3)CC2)n1,9,-1,1,0,-1,-12,-16,4,6,10
O=C(CCCn1c(=S)[nH]c2cc3c(cc2c1=O)OCO3)NCCc1ccccc1Cl,-2,2,4,-7,1,-5,-2,-8,11,-5
CCN(Cc1ccccc1)S(=O)(=O)c1ccc2c(c1)NC(=O)CC(=O)N2,4,-1,0,-4,25,-28,-9,-4,12,-3
Nc1nc(SCc2ccc(Cl)cc2Cl)n[nH]1,-5,0,17,-8,-3,0,-78,-1,-40,22
COc1ccc(N2C(=O)C(CC(=O)Nc3ccccc3)N(CCc3ccc(OC)c(OC)c3)C2=O)cc1 (stereo not drawn),2,-4,6,-11,0,-2,-25,-1,-9,7
O=C(COC(=O)Cn1cnc2ccccc2c1=O)Nc1ccc(Cl)c(C(F)(F)F)c1,-5,6,0,1,-1,2,-11,-4,16,10
CC1(C)CC(=O)N(CC(=O)O)c2ccccc2S1(=O)=O,2,8,-5,4,nt,1,-25,8,-19,0
O=C(NCCS(=O)(=O)N1CCN(c2ccccc2)CC1)C1CC1,nt,nt,-2,-26,-2,0,nt,4,-8,17
Cc1ccc(S(=O)(=O)NCCC(=O)Nc2ccc(C)c(Cl)c2)cc1C,2,-1,1,-7,-1,-5,-21,2,16,-4
COc1ccc(OC)c2c1sc(=NC(=O)C1CC1)n2C,1,10,-3,1,nt,0,3,6,9,-15
O=C(CCCCCCCC(=O)c1ccccc1)c1ccccc1,1,-1,8,0,2,-3,-23,1,-2,6

# Assay outcomes as filed in PubChem.
